Assay outcomes (PubChem)
DRD3 agonist: activates the human D3 dopamine receptor; P35462; D3R DiscoveRx beta-arrestin cells, luminescence, 90 min; max activation, %; hit rate 0.58% among 410,000; AID 652048; in the data active = max activation above about 30%; also: 0% is about no effect; mostly tested at two doses, the higher about 12 µM
Target sequence (P35462 whole entry, looked up): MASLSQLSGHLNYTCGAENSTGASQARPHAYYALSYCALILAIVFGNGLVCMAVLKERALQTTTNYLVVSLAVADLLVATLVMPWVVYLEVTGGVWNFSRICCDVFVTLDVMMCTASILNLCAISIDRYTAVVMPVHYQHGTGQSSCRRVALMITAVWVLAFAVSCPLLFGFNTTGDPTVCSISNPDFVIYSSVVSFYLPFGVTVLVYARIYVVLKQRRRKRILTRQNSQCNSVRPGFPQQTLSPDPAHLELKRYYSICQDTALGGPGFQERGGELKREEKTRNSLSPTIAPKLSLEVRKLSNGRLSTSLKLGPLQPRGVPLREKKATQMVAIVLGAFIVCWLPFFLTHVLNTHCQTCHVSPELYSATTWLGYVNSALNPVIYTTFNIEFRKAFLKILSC
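Cells at 1500/well, incubated overnight, then treated with pinned compounds (dopamine as control) for 90 min at 37 degrees C. DiscoveRx reagent added for 30 - 60 minutes at room temperature; luminescence read.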
KB-3-1 tox: kills parental KB-3-1 adenocarcinoma cells | KB-3-1 viability, CellTiter-Glo ATP luminescence, 72 h | Potency, µM (series often up to 46.1 µM), inactives show at the top dose activity change, negative = cytotoxic, usual class: cytotoxic | hit rate 1.4% among 400,000 | AID 1347075; also: potency is read from the fitted curve at half-maximal effect; % is scaled to controls: 0 for no effect and ±100 for the full control effect; nearly all actives have a fitted effect of over 60% in size
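KB-3-1 cells, DMEM (no phenol red) + 10% FBS; compound by pin transfer, 72 h, 37 °C. Readout: CellTiter-Glo luminescence after 10 min. Data normalized, curve-fitted.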
MCF10A rereplic: inducers of DNA re-replication in MCF 10A breast cells. MCF 10A DNA re-replication, Hoechst nuclear intensity, 48 h. Potency, µM (top dose mostly 46.1 µM), inactives show at the highest dose activity, positive = re-replication, usual class: activators. hit rate 2.9% among 350,000; also: potency is read from the fitted curve at half-maximal effect; % of control where 0% means no effect; nearly all actives have a fitted effect of over 50% in size
HT1080-NT tox: kills 2HG-producing HT-1080-NT fibrosarcoma cells | HT-1080-NT fibrosarcoma viability, CellTiter-Glo ATP luminescence, 48 h | Potency, µM (titrated, usually from 46.1 µM), for inactives: at the highest dose activity, negative = less viability, most hits filed as cytotoxic | hit rate 1.6% among 360,000 | AID 686970;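 also: NT is the 2HG producing partner of a matched IDH1 knockdown line; potency is read from the fitted curve at half-maximal effect; 0% = DMSO-treated cells and -100% = media-only wells without cells; nearly all actives have a fitted effect of over 55% in size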
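Fibrosarcoma NT cells, 750 per well in 5% FBS RPMI, were exposed to compound for 48 hours. Viability: CellTiter-Glo luminescence.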
IL1B secr inh: inflammasome signaling inhibition, IL-1 beta readout. hit rate 4.7% among 360,000. activity change, % at 57.5 µM. THP-1 LPS/ATP IL-1B secretion, AlphaLISA, 16 h; active compounds read low; in the data active = activity change below about -50%; inconclusive = mostly about -30% to -49%; also: % is scaled to controls: 0 for no effect and ±100 for the full control effect
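Secreted IL-1B measured by AlphaLISA bead assay after 16 h compound exposure of THP-1 cells; compounds (final up to 57.5 uM) added 1 h before LPS (250 ng/mL) and ATP (1.25 mM) stimulation; lower signal means less secretion.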
KB-V1 cytotox: kills drug-selected multidrug resistant KB-V1 cells; KB-V1 MDR cells viability, CellTiter-Glo, 72 h; Potency, µM (highest dose often 46.1 µM), for inactives: top-dose activity change, negative = cytotoxicity, most hits filed as cytotoxic; hit rate 3.4% among 400,000; also: potency is read from the fitted curve at half-maximal effect; % is scaled to controls: 0 for no effect and ±100 for the full control effect; nearly all actives have a fitted effect of over 60% in size
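In this primary screen, KB-V1 cells overexpressing P-gp are incubated with library compounds (lowest to highest concentration) for 72 h at 37 degrees C before a luminescent ATP viability read.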
HEK293 tox: cytotoxicity counter-screen for GLP-1 receptor inverse agonists; HEK293 cAMP-luciferase reporter cells, luminescence, 24 h; Potency, µM (series often up to 38.3 µM), for the others: top-dose activity change, negative = inhibition, most hits filed as inhibitors; hit rate 0.13% among 410,000; AID 624418;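 also: loss of luciferase light is scored as toxicity; potency is read from the fitted curve at half-maximal effect; % is scaled to controls: 0 for no effect and ±100 for the full control effect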
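1536-well qHTS counterscreen of the MLSMR; 200 cells/uL, 12 h pre-incubation, 23 nL cpd, 24 h at 37 deg C 5% CO2, luciferase detection reagent, 12 min RT, luminescence. Inhibition = undesired.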
HT1080 IDH1KD tx: toxicity to HT-1080 IDH1 knockdown cells (counter line) | HT-1080 IDH1 knockdown viability, ATP luminescence, 48 h | Potency, µM (doses to about 46.1 µM), without a hit: top-dose activity, negative = toxicity, most hits filed as cytotoxic | hit rate 2% among 360,000 | AID 686971;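 also: potency is read from the fitted curve at half-maximal effect; 0% = DMSO wells and -100% = cell-free medium wells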
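Knockdown cells (IDH1KD HT-1080) received compounds 2 h after plating at 750 cells/well and were kept 48 h at 37 °C in 5% FBS RPMI. A CellTiter-Glo luminescence read gave % activity for curve fitting.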
SW480 rerep: induces DNA re-replication in SW480 colon adenocarcinoma cells; SW480 DNA re-replication, Hoechst DNA content imaging, 48 h; hit rate 1.8% among 340,000; Potency, µM (highest dose often 46.1 µM), without a hit: at the top dose re-replication activation, usual class: activators; also: potency is read from the fitted curve at half-maximal effect; % of control where 0% means no effect; nearly all actives have a fitted effect of over 55% in size
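SW480 cells exposed to compounds for 48 hr at 37 C, 5% CO2, then Hoechst-stained 40 min. Nuclear DNA content imaged by fluorescence scanning (405 nm excitation, 500-530 nm emission); re-replication scored as increased high-intensity nuclei.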
Starred values were filed as active, the others as inactive; i = inactive; u = inconclusive; x = not tested or not shown; [ ] = remark or other dose. Unless noted, calls follow the shape of the dose curve; as a rule, active = well fitted curve in the direction sought with a large enough effect; inconclusive = small, poorly fitted or top-dose-only effect, or another doubt; inactive = no such curve, though single readings can be large; an effect the other way counts as inactive or inconclusive.

Under each structure – DRD3 agonist, KB-3-1 tox, MCF10A rereplic, HT1080-NT tox, IL1B secr inh, KB-V1 cytotox, HEK293 tox, HT1080 IDH1KD tx, SW480 rerep
> CCOc1ccc(NC(=O)CSc2nc3ccccc3nc2N2CCCC2)cc1
 : 0, 0%, u, 5%, -12, 1%, 8%, -1%, -1%
> COc1ccc(NS(=O)(=O)c2cccc3cccnc23)cc1OC
 : 4, 2%, 7%, -4%, 42, u, 2%, -7%, -3%
> Cc1ccc(NC(=O)c2ncn(CCCN(C)CCc3ccccn3)n2)cc1C
 : 0, 4%, -29%, -3%, -21, -4%, 0%, -2%, -10%
> COc1ccc(NC(=O)CN(Cc2ccccc2)S(=O)(=O)c2ccc3nc(C)sc3c2)cc1
 : -4, 0%, x, x, x, u, 1%, x, x
> C=C(C)CNC(=S)/N=c1\scc(C)n1CC
 : -2, -18%, 11%, -21%, -1, -8%, -10%, u, -1%
> COC(=O)c1cc(NC(=O)CC2NC3CCCCC3NC2=O)cc(C(=O)OC)c1 (stereo not drawn)
 : -4, 0%, -5%, 8%, -9, -6%, 8%, -1%, -3%
> Cc1onc(-c2c(Cl)cccc2Cl)c1C(=O)N1CCCCC1
 : 0, 14%, -11%, 12%, 4, 12%, 1%, 9%, -23%
> O=C(COc1ccc(S(=O)(=O)N2CCCCC2)cc1)NCC1CCCO1 (stereo not drawn)
 : 2, -2%, 4%, 21%, 4, 10%, -2%, 26%, 3%
> CCOC(=O)N1CCN(C(=O)c2ccccc2NC(=O)c2ccc(C(C)(C)C)cc2)CC1
 : 0, 10%, 0%, -11%, 31, -22%, -21%, -2%, u
> CC(=O)Nc1cccc(C(=O)OCC(=O)N(c2ccccc2)C2CCS(=O)(=O)C2)c1 (stereo not drawn)
 : -3, -8%, 1%, 6%, -2, -16%, 3%, 9%, -82%[inhibitor]
> CSc1ccccc1C(=O)NCCCn1ccnc1
 : 2, 11%, 0%, 9%, 16, 0%, 2%, 21%, -5%
> Cc1cc(S(=O)(=O)Nc2cccc(C(=O)O)c2)c(C)c(S(=O)(=O)c2ccc(Cl)cc2)c1
 : 6, -5%, -33%[inhibitor], 24%, -3, 0%, 7%, 11%, -22%
> COc1ccc(C(=O)NCC(c2ccco2)N2CCOCC2)cc1OC (stereo not drawn)
 : -9, 24%, 12%, -8%, 17, -1%, 18%, -4%, -5%
> c1cc(SC2CCCCC2)cc(-c2nc3cnccn3c2NC2CCCCC2)c1
 : 26, u, 5.8µM*, u, -66*, u, 113%[activator], u, 3.3µM*
> CCCCCCC(=O)Oc1cccc(C2=CC(=O)CC(C)(C)C2=O)c1
 : 1, 18%, x, 5%, 5, 29%, 2%, 9%, x
> CCc1noc(C)c1C(=O)OC(C)C(=O)Nc1cc([N+](=O)[O-])ccc1OC (stereo not drawn)
 : -7, 17%, 7%, -12%, 10, -2%, -7%, -4%, -74%
> CSCCC(NS(=O)(=O)c1ccccc1F)C(=O)Nc1cccc(C)n1 (stereo not drawn)
 : 4, 12%, 9%, -2%, i, u, 5%, -11%, 15%
> C#CCOc1nc2c(c(=O)n(C)c(=O)n2C)n1Cc1ccccc1
 : 3, -12%, 10%, -12%, 0, -2%, -9%, -9%, -10%
> O=C1Cc2ccccc2C(c2ccc(Cl)cc2)N1 (stereo not drawn)
 : -5, -7%, u, -8%, 3, -14%, -2%, -23%, -2%
> Cc1nc2cc(C(=O)O)ccc2n1C1CCCCC1
 : 7, -14%, 6%, -5%, 3, -7%, -8%, 3%, -11%
> Cc1cc(=O)n(C(C)C(=O)NCc2ccccc2Cl)c2c1c(C)nn2-c1ccccc1 (stereo not drawn)
 : 4, 8%, x, x, x, -3%, 28%, x, x
> CN1C(=O)/C(=C/c2ccc(C(=O)NC3CCCC3)cc2)Oc2ccccc21
 : 2, u, u, 0%, u, u, -3%, 9%, -19%
> O=C(c1ccco1)N1CCN=C1SCc1cccc(F)c1
 : 6, 4%, 2%, -2%, -25, -23%, u, 0%, 2%
> NS(=O)(=O)c1ccc(CCNC(=O)C(c2ccccc2)c2ccccc2)cc1
 : 4, -4%, -12%, 5%, 17, 23%, -4%, -2%, -8%
> O=c1oc(Nc2cccc(Cl)c2)nc2ccccc12
 : 0, 18%, 7%, -8%, -3, -6%, 6%, -24%, -1%
> CS(=O)(=O)N(CC(=O)NCc1ccco1)Cc1ccc(Cl)cc1
 : 4, 0%, -7%, 10%, 0, -10%, -3%, 13%, -4%
> O=C(NCc1ccccn1)C1CCN(S(=O)(=O)c2ccccc2C(F)(F)F)CC1
 : 2, 2%, -3%, -1%, 11, -7%, 12%, -17%, 3%
> COC(=O)c1ccc(N2CCN(C(=O)C3CC3)CC2)c([N+](=O)[O-])c1
 : 5, -4%, -2%, 2%, 21, 7%, 6%, 2%, -5%
> Cc1ccc(NC(=O)c2cc([N+](=O)[O-])ccc2NCc2cccnc2)cc1Cl
 : -8, -20%, 6%, u, -54*, -22%, u, u, 11%
> CCOC(=O)Oc1ccc2c(=O)c(Oc3cccc(C)c3)coc2c1
 : 1, 5%, u, 5%, 22, 23%, -5%, -23%, -4%
> Cc1cc(C)cc(-n2nnc(C(=O)NCc3ccccc3Cl)c2N)c1
 : 1, 3%, 8%, 2%, -9, 6%, 4%, 0%, 4%
> O=C(CSc1nnnn1C1CCCCC1)Nc1ccccc1N1CCOCC1
 : 1, 3%, 4%, 0%, 0, u, -10%, 5%, -18%
> COc1ccc(CNC(=O)CSc2nnc(C)c(=O)[nH]2)cc1
 : 2, 8%, -1%, 7%, 9, 9%, -15%, 13%, -1%
> COc1ccccc1Cc1nc2ccccc2nc1SCC(=O)NCCc1ccccc1
 : 2, 1%, x, x, x, -15%, 5%, x, x
> NCCc1nnc(SCc2c(F)cccc2Cl)o1
 : -5, 2%, -4%, 3%, -16, 16%, -30%, -5%, -8%
> O=C1OC(c2cc(Br)c(O)c(Br)c2)c2ccccc21 (stereo not drawn)
 : -9, 4%, u, -7%, -8, 10%, -14%, -10%, 3%
> COc1ccc(C(=O)c2sc(Nc3cc(Cl)ccc3C)nc2N)cc1OC
 : -13, -2%, x, x, x, -10%, 2%, x, x
> COc1ccc2nc(NC(=O)CCNC(=O)c3ccco3)sc2c1
 : -3, -13%, -2%, 6%, 3, -2%, 4%, -1%, -10%
> O=C(CSc1nnnn1-c1ccccc1)Nc1ncc2c(n1)CC(c1ccccc1)CC2=O (stereo not drawn)
 : -18, 1%, u, 4%, 27, -14%, 4%, 1%, u
> CCOC(=O)c1ccc(NC(=O)c2cc3ccccc3o2)cc1
 : 9, 7%, -1%, -23%, u, -6%, -5%, -17%, -3%

Whole records from above. Order of screens: DRD3 agonist, KB-3-1 tox, MCF10A rereplic, HT1080-NT tox, IL1B secr inh, KB-V1 cytotox, HEK293 tox, HT1080 IDH1KD tx, SW480 rerep
O=c1oc(Nc2cccc(Cl)c2)nc2ccccc12 is listed as 0, 18%, 7%, -8%, -3, -6%, 6%, -24%, -1%
O=C1OC(c2cc(Br)c(O)c(Br)c2)c2ccccc21 (stereo not drawn) is listed as -9, 4%, u, -7%, -8, 10%, -14%, -10%, 3%
Cc1cc(C)cc(-n2nnc(C(=O)NCc3ccccc3Cl)c2N)c1 is listed as 1, 3%, 8%, 2%, -9, 6%, 4%, 0%, 4%

More records
Under each structure – DRD3 agonist, KB-3-1 tox, MCF10A rereplic, HT1080-NT tox, IL1B secr inh, KB-V1 cytotox, HEK293 tox, HT1080 IDH1KD tx, SW480 rerep
> COC(=O)Nc1ccc(S(=O)(=O)NCc2ccccn2)cc1
 : 4, 0%, u, 0%, 28, -17%, 7%, -2%, 1%
> CCN(CC)S(=O)(=O)c1ccc2c(c1)c(=O)c(C(=O)NCc1ccccc1)cn2C
 : -6, 2%, x, x, x, -1%, -4%, x, x
> Cc1cc(Nc2ccccc2)n(-c2cccc(Cl)c2)n1
 : 0, -20%, 18%, -10%, -12, -6%, 5%, -16%, u
> CCSC1(SCC)N=C(N)C2(C#N)C(c3ccc(OC)c(OC)c3OC)C12C#N (stereo not drawn)
 : -9, u, 9.2µM*, u, -115*, u, u, u, u
> Cc1ccc(-c2nnc(CN3CCCCC3C)o2)cc1 (stereo not drawn)
 : -8, 0%, -5%, -3%, 8, 7%, 5%, 0%, 0%
> O=C(Nc1ccccc1Oc1ccccc1)C1CCCC1
 : 8, u, 23%, 5%, 0, u, -3%, 20%, 3%
> Cc1cc(NS(=O)(=O)c2ccc(NC(=O)C(C)Oc3cccc(C)c3C)cc2)nc(C)n1 (stereo not drawn)
 : 5, u, 3%, 6%, -16, -10%, -3%, 1%, 8%
> Cc1cccc(N2CC(O)(c3cccs3)[N+]3=C2CCCC3)c1C (stereo not drawn)
 : -13, 9%, -6%, -9%, 0, -2%, 10%, -24%, u
> Cc1ccc(S(=O)(=O)N2CCC3(CC2)OCCO3)s1
 : 12, 6%, -2%, 16%, -9, -9%, 6%, 11%, -1%

Two neighbouring entries already listed:
Under each structure – DRD3 agonist, KB-3-1 tox, MCF10A rereplic, HT1080-NT tox, IL1B secr inh, KB-V1 cytotox, HEK293 tox, HT1080 IDH1KD tx, SW480 rerep
> CCN(CC)S(=O)(=O)c1ccc2c(c1)c(=O)c(C(=O)NCc1ccccc1)cn2C
 : -6, 2%, x, x, x, -1%, -4%, x, x
> Cc1cc(Nc2ccccc2)n(-c2cccc(Cl)c2)n1
 : 0, -20%, 18%, -10%, -12, -6%, 5%, -16%, u
